# CXCR6 inh: inhibitors of human CXCR6 receptor; O00574; AID 602244; CHO-K1 PathHunter CXCR6 beta-arrestin, luminescence; inhibition, % at 20 µM; actives 0.36% (n = 360,000); in the data active = inhibition above about 34%, passing the limit was not always enough;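 note: antagonist mode with CXCL16 agonist at 10 nM final; 0% = 10 nM CXCL16 with DMSO and 100% = unstimulated wells without agonist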
# Target sequence (O00574 whole entry, looked up): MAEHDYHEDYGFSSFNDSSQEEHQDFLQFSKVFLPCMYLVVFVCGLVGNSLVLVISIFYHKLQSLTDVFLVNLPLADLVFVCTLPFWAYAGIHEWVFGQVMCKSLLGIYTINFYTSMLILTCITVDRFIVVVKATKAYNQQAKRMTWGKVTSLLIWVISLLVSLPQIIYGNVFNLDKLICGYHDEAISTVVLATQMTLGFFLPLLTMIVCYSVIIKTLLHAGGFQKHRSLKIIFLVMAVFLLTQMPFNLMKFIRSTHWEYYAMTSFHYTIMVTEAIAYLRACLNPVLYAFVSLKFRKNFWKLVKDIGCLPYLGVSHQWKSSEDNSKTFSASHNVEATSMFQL
# EBI2 block: antagonists of human EBI2 receptor. actives 0.81% (n = 360,000). AID 651636. EBI2 beta-arrestin recruitment, luminescence, 7a,25-OHC stimulated. P32249. inhibition, % at 5 µM; in the data active = inhibition above about 38%;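 note: enzyme fragment complementation signal reports receptor beta-arrestin coupling in cells; 0% = agonist plus DMSO wells and 100% = wells without agonist; some results beyond the cut were filed as inactive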
# A3A deaminase: human APOBEC3A DNA deaminase inhibition | P31941 | recombinant A3A, FAM/TAMRA ssDNA deamination fluorescence | inhibition, % at 20 µM | actives 0.41% (n = 330,000) | AID 493011;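 active = at least 40% inhibition at 20 µM here, with at most 30% in a related deaminase screen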;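 note: plate controls were A3A with DMSO for no effect and wells lacking A3A enzyme for full effect; some results filed as inactive read as strong as hits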
# Target sequence (P31941 whole entry, looked up): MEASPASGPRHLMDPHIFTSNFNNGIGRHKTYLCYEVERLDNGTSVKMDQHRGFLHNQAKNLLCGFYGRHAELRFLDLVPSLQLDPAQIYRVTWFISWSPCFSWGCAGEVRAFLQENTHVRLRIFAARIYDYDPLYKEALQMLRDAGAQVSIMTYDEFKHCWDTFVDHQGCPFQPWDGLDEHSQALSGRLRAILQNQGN
# MPTP inh: blocks calcium-induced mitochondrial swelling; inhibition, % at 10 µM; actives 1.4% (n = 360,000); isolated mouse mitochondria, Ca2+ swelling absorbance, 30 min; AID 602449;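 active = inhibition of 50% or more, scaled per plate between neutral and stimulator controls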;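 note: 0% = DMSO wells given calcium and 100% = 1 mM EGTA wells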
# Gli-Sufu antag: antagonists of Gli-Sufu signaling. Sufu-KO-LIGHT fibroblasts, Gli luciferase reporter luminescence. inhibition, % at 5 µM. actives 0.74% (n = 340,000);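 active = inhibition above about 55%, limit read from the data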;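 note: 0% = DMSO-treated cells and 100% = wells with medium but no cells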
# APOBEC3G inh: APOBEC3G (human) deaminase inhibition. actives 0.28% (n = 330,000). recombinant A3G, ssDNA deamination FAM/TAMRA fluorescence. Q9HC16. inhibition, % at 20 µM. AID 493012;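 active = inhibition of at least 40% at 20 µM, with no more than 30% in the related APOBEC3A deaminase screen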;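 note: plate controls were DMSO wells with A3G for no effect and wells lacking A3G enzyme for full effect; some compounds called inactive have numbers as strong as hits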
# GRIN3A LBD mod: NR3A (human) ligand-binding domain modulation; NR3A LBD differential scanning fluorimetry, Tm shift; 0% = protein alone, 100% = glycine-bound protein; Tm shift relative to glycine control, % at 25 µM; actives 2.5% (n = 340,000); AID 1259313;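 active = melting temperature shift of at least 10% of the positive control shift, at one fixed dose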
# CCR6 antag: antagonists of human CCR6 receptor | CHO-K1 CCR6 PathHunter beta-arrestin, luminescence, CCL20-stimulated | inhibition, % at 20 µM | actives 0.49% (n = 340,000) | AID 493098;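 active = compounds whose inhibition of the agonist-driven luminescence signal at 20 µM reaches about 50%, limit read from the data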;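 note: cells stimulated with CCL20 at 14 nM final; plate controls were DMSO with CCL20 for no effect and DMSO without agonist for full effect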
# Target sequence (P51684 whole entry, looked up): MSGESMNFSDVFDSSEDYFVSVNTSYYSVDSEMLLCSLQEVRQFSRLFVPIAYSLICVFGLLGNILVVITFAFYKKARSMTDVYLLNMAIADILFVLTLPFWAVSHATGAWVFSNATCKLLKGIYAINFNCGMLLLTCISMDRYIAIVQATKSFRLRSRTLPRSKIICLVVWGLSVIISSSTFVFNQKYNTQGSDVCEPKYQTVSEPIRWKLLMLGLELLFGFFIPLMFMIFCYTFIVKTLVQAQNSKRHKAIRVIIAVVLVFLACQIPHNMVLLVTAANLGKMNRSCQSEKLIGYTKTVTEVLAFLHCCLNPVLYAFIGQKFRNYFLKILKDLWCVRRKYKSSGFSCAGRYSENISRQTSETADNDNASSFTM
# An asterisk follows results filed as active; x = not tested or not shown.
SMILES,CXCR6 inh,EBI2 block,A3A deaminase,MPTP inh,Gli-Sufu antag,APOBEC3G inh,GRIN3A LBD mod,CCR6 antag
C=CCNC(=S)NNC(=O)C(CCC(C)C)CC(C)O (centres undefined),2,-23,-4,-2.5,0,-4,0,-12
CCN(CC)C(=O)COc1ccc(S(=O)(=O)N2CCCC2)cc1,5,1,-4,0.4,-6,-11,2,-1
COc1ccc(C(=O)c2ccc(CC(=O)O)s2)cc1,0,-5,0,-0.4,6,-9,0,5
CCN(CC)c1ccc(/C=N/NC(=O)C(O)c2ccccc2)cc1 (centres undefined),5,2,-8,0.6,-3,-2,0,1
COc1ccc(C(C(=O)NC2CCCCC2)N(CC2CCCO2)C(=O)CNC(=O)c2ccco2)cc1 (centres undefined),-1,-5,4,1.0,1,4,2,2
CN1C[C@@H]2[C@@H]3C(=O)N(C)C(=O)[C@@H]3[C@](Cc3ccccc3)(C1=O)N2C(=O)c1ccccc1,-1,-5,x,0.2,-13,x,1,9
Cc1ccc(NC2CNC(=O)NC2=O)cc1C (centres undefined),5,-16,x,-3.0,3,x,-1,-2
COCc1nnc(N)s1,-1,-7,14,0.9,-11,-5,0,16
COc1cccc(C(=O)NC2CCN(C(=O)N3c4ccccc4Sc4ccccc43)CC2)c1,2,13,-4,1.2,-4,-4,0,8
O=C(Nc1cccc(NC(=O)c2cccc(F)c2)n1)c1cccc(F)c1,-14,-16,-4,1.7,-13,2,12*,11
C#CCOCCOCCOCCNc1nc(N2CCN(C(=O)[C@H]([C@@H](C)CC)n3cc(CCC(=O)O)nn3)CC2)nc(N2CCN(C(=O)[C@H](CCCCN)n3cc(CCC(=O)O)nn3)CC2)n1,4,-5,x,-2.6,-1,x,1,8
CCCCn1c(N)c(N(CCC(C)C)C(=O)CN2C(=O)C3CCCCC3C2=O)c(=O)[nH]c1=O (centres undefined),1,-2,5,0.9,-10,-2,2,16
Cn1c(=O)oc2cc(S(=O)(=O)N3CCC(C(=O)NCc4ccccc4Cl)CC3)ccc21,-9,9,-5,-2.0,0,-8,1,-6
Cc1nc(Cc2nnc(SCC(=O)N3CC(=O)Nc4ccccc43)o2)cs1,5,-3,4,-0.3,3,-4,-1,6
CCN(CC)CCNC(=O)c1ccc(NC(=O)Cc2cccc3ccccc23)cc1,13,14,20,-0.5,1,0,-2,9
Cc1ccc(S(=O)(=O)N2CCC(C(=O)N[C@@H](Cc3ccccc3)C(=O)O)CC2)cc1,3,-3,-4,1.7,-5,-7,1,-16
O=C(COC(=O)c1ncc(Cl)c(Cl)c1Cl)NC1CCS(=O)(=O)C1 (centres undefined),-3,1,-4,-1.1,-9,-8,2,6
COc1ccc(C(=O)Nc2c(N)nc(SCC(=O)N3CCC(C)CC3)[nH]c2=O)cc1,12,-12,-5,-1.6,-1,-6,-1,8
COc1ccc(C(C(=O)NC2CCCCC2)N(C(=O)c2ccco2)c2ccccc2OC)cc1 (centres undefined),2,8,2,-0.2,-1,-14,-1,12
O=C(Cn1c(CO)nc2ccccc21)NCCc1ccccc1,1,-7,0,1.8,-6,-2,0,-9
COc1ccc(-n2c(SCc3cn4c(C)cccc4n3)nc3ccccc3c2=O)cc1OC,15,5,0,-0.7,4,-9,2,35
COc1ccc(NC(=O)COC(=O)CCNS(=O)(=O)c2ccc(Cl)cc2)cc1,-4,-3,7,0.7,4,1,0,0
Cc1cc(C)c2c(N)c(C(=O)c3ccc(Cl)cc3)sc2n1,-2,-4,-6,3.9,-15,-7,-12,-7
CC(C)CN(C(=O)CN(C)S(=O)(=O)c1ccc(Cl)cc1)C1CCS(=O)(=O)C1 (centres undefined),4,1,23,0.8,-3,11,1,15
CS(=O)(=O)N(CC(=O)NCc1ccc2c(c1)OCO2)c1cccc(Cl)c1,-3,8,-2,0.4,-34,-11,0,8
O=C(NCc1cccc(C(F)(F)F)c1)c1cc(Cl)cc(Cl)c1,-18,12,1,100*,15,1,1,8
Cc1cccc2nc(Cn3c(=O)n(CCC(=O)NCc4ccco4)c(=O)c4sccc43)cc(=O)n12,5,4,4,-1.4,0,0,-1,-1
CN1C(=O)NC(=O)C1c1ccccc1 (centres undefined),5,-4,x,-0.3,-4,x,0,-1
Cn1c(=O)c2c(nc(Oc3ccc4c(c3)OCO4)n2Cc2ccc(Br)cc2)n(C)c1=O,x,x,-2,x,15,-4,1,19
O=C(N/N=C/c1ccc(OC(=O)c2ccco2)cc1)c1ccc[n+]([O-])c1,1,-4,3,-1.1,7,-3,2,4
CCN1CCN(c2ccc(S(=O)(=O)N3CCOCC3)cc2NC(=O)CCSC)CC1,4,-8,-3,-2.3,4,-4,-1,-4
O=C(NCCN1CCNCC1)c1ccccc1O,-5,1,1,0.7,1,1,2,3
COc1ccc(-c2nc(CSCC(=O)NC3CCN(Cc4ccccc4)CC3)c(C)o2)cc1OC,10,2,-5,-1.7,39,-6,-1,16
COc1cc(C=O)c(Br)cc1OCC(=O)NCc1ccccc1,0,-5,2,-0.9,-12,-4,-2,4
Cc1ccc(C)c(C(=O)COC(=O)Cn2c(C)csc2=O)c1,-1,2,-2,0.2,0,-2,1,9
CCOc1ccc(N2C(=O)CC(Cc3cc(C)cc(C)c3)C2=O)cc1 (centres undefined),-2,-2,-3,4.3,4,-5,-1,10
COc1ccc(Cn2c(CCC(=O)Nc3ccccc3OC)nc3cccnc32)cc1,-7,5,-1,1.2,-6,-3,1,-10
Cc1c(Cl)cccc1NS(=O)(=O)c1ccccc1,-1,4,x,0.3,-17,x,-1,-1
O=C(/C=C/c1ccccc1)NCCSCc1ccccc1Cl,10,35,-2,-3.7,-5,-9,-8,27
Cc1ccc(S/C=C\C(=O)c2ccccc2)cc1,6,14,-1,1.7,-33,0,-35,24

# The closing four compounds of the part above open the next one:
SMILES,CXCR6 inh,EBI2 block,A3A deaminase,MPTP inh,Gli-Sufu antag,APOBEC3G inh,GRIN3A LBD mod,CCR6 antag
COc1ccc(Cn2c(CCC(=O)Nc3ccccc3OC)nc3cccnc32)cc1,-7,5,-1,1.2,-6,-3,1,-10
Cc1c(Cl)cccc1NS(=O)(=O)c1ccccc1,-1,4,x,0.3,-17,x,-1,-1
O=C(/C=C/c1ccccc1)NCCSCc1ccccc1Cl,10,35,-2,-3.7,-5,-9,-8,27
Cc1ccc(S/C=C\C(=O)c2ccccc2)cc1,6,14,-1,1.7,-33,0,-35,24
C=CCn1c(SCc2c(C)noc2C)nc2sc3c(c2c1=O)CCC(C)C3 (centres undefined),8,22,2,2.4,5,0,-1,15
O/N=C(\COc1ccccc1O)c1ccccc1,1,3,-2,1.0,3,-3,6,9
O=C(c1ccco1)N1CCN(Cc2nc3cc(Cl)ccc3c(=O)[nH]2)CC1,2,-1,-4,1.2,2,-7,-1,12
Cc1cc(N2C(=O)C(O)=C(C(=O)c3ccc(C)o3)C2c2ccc([N+](=O)[O-])cc2)no1 (centres undefined),8,3,-5,-1.5,1,-5,0,22
Cc1ccc(NC(=S)NCc2ccc(F)cc2)c(C)c1,-9,1,-7,1.3,-13,-12,-1,12
CCC1CCCCN1CCNS(=O)(=O)c1ccc2c(c1)oc(=O)n2C (centres undefined),8,0,16,-0.4,7,-3,14*,2
COc1cc(OC)c(-c2noc(C(=O)OC(C)(C)C)c2C(=O)OC(C)(C)C)c(OC)c1,10,12,-1,2.0,4,-3,-2,22
CCCOC(=O)CSc1nnc(-c2cc(OC)c(OC)c(OC)c2)o1,4,-1,-4,-2.3,-2,9,0,-20
CSc1nccc(Oc2ccc(C#N)cc2)n1,-1,0,3,0.0,0,-2,1,11
Cc1cc(C)n2nc(CC(=O)NCc3ccc(F)cc3)nc2n1,5,-23,-2,3.8,1,-4,1,6
Cc1ccc(C)c(NC(=O)Cn2ccn(-c3ccc4c(c3)OCO4)c(=O)c2=O)c1,12,-8,-4,-2.6,-9,-11,1,-8
CCCn1nc2cc(C(=O)NCCc3ccc(C)cc3)ccc2c1OCC,7,9,0,0.4,2,-8,0,19
CCOC(=O)c1c(NC(=O)C2C3CCC(O3)C2C(=O)O)sc(C)c1-c1ccc(F)cc1 (centres undefined),1,-6,-1,1.5,7,4,-2,-15
Cc1nn(-c2ccc(F)cc2)c(C)c1CN1CCN(CCC(C)C)C(CCO)C1 (centres undefined),6,-9,4,1.3,-20,2,-1,4
CCSc1nc2ccc(OC)cc2cc1C#N,-21,15,1,-1.6,-21,0,3,-7
COC(=O)c1cc(S(=O)(=O)N2CCN(c3cccc(Cl)c3)CC2)c[nH]1,15,-8,2,0.0,1,5,0,-3
S=C1Nc2ccccc2Sc2ccc(Cl)cc21,7,3,-2,1.3,0,-3,-10,17
O=C(Nc1nc(-c2ccc3c(c2)OCO3)cs1)C1CC1,-6,-4,1,-1.7,-68,13,-1,2
Cc1ccc(N(CCC#N)C(=O)COC(=O)c2cc(C)oc2C)cc1,-3,3,-1,2.0,-1,-5,5,-4
COc1ccccc1-c1nc(C#N)c(N2CCC(C(N)=O)CC2)o1,-8,-1,-2,1.2,7,-6,1,-2
COc1cc(-c2c(-c3ccc4c(c3)OCO4)noc2-c2ccsc2)ccc1F,2,6,1,0.5,10,-4,-3,-3
COc1cc(NC(=S)NCC2CCCO2)c(OC)cc1Cl (centres undefined),-11,3,2,1.1,-5,-5,-1,-36
Cc1cccc(N(C(=O)c2csnn2)C(C(=O)NCc2ccccc2)c2ccc(C)o2)c1 (centres undefined),14,-12,2,0.4,23,-9,-1,1
CCCS(=O)(=O)N1CCN(C(=O)c2ccc(-c3ccccc3)cc2)CC1,0,73*,-2,0.0,4,-5,-1,-5
O=C(CC1SC(=Nc2ccccc2)N(Cc2ccccn2)C1=O)Nc1ccc(Br)cc1 (centres undefined),-4,26,1,3.6,-8,-5,12*,-6
COc1cc(OC)cc(C(=O)OC/C(O)=C(\C#N)c2nc3ccccc3[nH]2)c1,-19,-5,-1,2.2,3,-8,-6,18
CC(=O)Nc1ccc(S(=O)(=O)NCC(=O)OCC(=O)N2CCN(c3ccccc3)CC2)cc1,1,-5,9,1.3,6,-7,-5,15
COc1ccc(S(=O)(=O)N2CCNC(=O)C2)cc1Br,4,1,3,-2.0,-2,-11,0,10
COc1ccc(OC)c(C2CC(c3ccc(NS(C)(=O)=O)cc3)=NN2C(=O)c2ccccc2)c1 (centres undefined),4,2,0,0.6,1,-3,-20,11
O=C(NC1(C(F)(F)F)N=C(c2ccccc2)NC1=O)c1ccccc1F (centres undefined),1,-6,3,2.1,-6,-9,0,-5
COc1ccccc1CNC(=O)c1cc2ccccc2oc1=O,5,2,-3,-1.0,2,-7,-1,-9
CCC(=O)Nc1ccc(NC(=O)CCc2ccccc2)cn1,4,-15,-5,-0.1,18,-7,-1,1
Cc1noc(NS(=O)(=O)c2ccc(NC(=O)COc3ccccc3)cc2)c1C,-7,-8,2,-2.9,x,2,-4,-7
COc1cccc(/C=N/NC(=O)CC(C)O)c1OC/C=C/c1ccccc1 (centres undefined),0,-2,0,-0.5,-15,6,1,-3
CCOc1cc(N2CCOCC2)c(OCC)cc1NC(=O)CSc1ncccn1,-8,-6,-4,1.1,3,-6,-3,9
CC(NC(=O)Cn1cnnn1)C12CC3CC(CC(C3)C1)C2 (centres undefined),-1,-3,2,-1.9,9,-2,-2,1
O=C(Nc1ccc(C(=O)Oc2ccccc2)c(O)c1)c1ccccc1,9,0,-1,4.1,-4,-3,0,9
Cc1c(C(=O)N/N=C/C(C)C)[nH]c2ccc([N+](=O)[O-])cc12,-6,4,0,47,-6,-3,0,-2
COc1ccccc1NC(=S)NC(=O)CCc1ccccc1,-2,-11,-5,0.2,12,-3,1,-4
CN(C)/C=C/C1=CC(=O)CC(C)(C)C1,-1,2,-1,-1.8,-4,0,-4,-7
Cc1sc2ncn(CCC(=O)O)c(=O)c2c1C,35,-11,-1,-1.1,-2,0,0,28
